High-throughput results (PubChem BioAssay)
ERK EGF block: blocks ERK signaling stimulated by EGF; actives 0.41% (n = 130,000); Potency, µM (series often up to 11.5 µM), for the others: at the top dose activity change, negative = inhibition, usual class: inhibitors; HEK293-V1b, EGF-stimulated phospho-ERK AlphaScreen; active = well fitted inhibition curve with a large enough effect; inconclusive = small, poorly fitted or top-dose-only effect, or effect the other way;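 also: plate controls were stimulated vehicle wells for no effect and unstimulated vehicle basal for full effect; nearly all actives have a fitted effect of over 55% in size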
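Cell line HEK293 (stable V1b), low serum overnight. Pretreatment: compound 30 min, 37C. EGF 25 nM, 5 min. Detection: SureFire AlphaScreen, 5 h RT. AC50 via standard Hill equation.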
* = called active by the depositor; ? = inconclusive; & = joins results of further samples; [ ] = another dose, or the depositor's remark. Potency is read from the fitted curve at half-maximal effect. Not all compounds are listed; count on the stated rates, not on these rows.

SMILES	ERK EGF block
COc1ccc(CCNC(=O)C(=O)NCC2CCCO2)cc1OC (stereo not drawn)	6%
Cc1ccc(C)c(NC(=O)CSc2nc(N)c(NC(=O)c3cccs3)c(=O)[nH]2)c1	3%
CCn1c(=O)oc2cc(NC(=O)CCl)ccc21	3%
CC(C)(C)c1ccc(Cn2nc(CC(=O)O)c3ccccc3c2=O)cc1	-5%
O=C(Cc1ccc(Br)cc1)OCC(=O)N1CCc2ccccc2C1	2%
C/C(CC(=O)Nc1ccc([N+](=O)[O-])cc1)=N/NC(=O)C1C2CCCCC21 (stereo not drawn)	-7%[57.5 µM]
COc1cc(/C=C/C(=O)O)ccc1OS(=O)(=O)c1cc(C)ccc1C	4%
C=CCOc1ccc2c(OC)c3ccoc3nc2c1OC	2%
COc1ccc(-c2cc(=O)c3cc(C)ccc3[nH]2)cc1	-3%
CCOc1ccc(C/C(O)=C2\C(=O)CC(C)(C)CC2=NCC(=O)O)cc1OCC	-1%
O=C1NC2CCc3nc4ccccc4c(=O)n3C2=Nc2ccccc21 (stereo not drawn)	-8%[57.5 µM]
Cc1cc(SCC(=O)N/N=C/c2ccco2)nc2ccccc12	-9%
CS/C(=N\S(=O)(=O)c1cccs1)Nc1ccc(Br)cc1F	1%
Cc1cccc(-n2c(C)cc(/C=N/NC(N)=S)c2C)c1	-6%
COc1ccc(Cl)cc1NC(=O)c1[nH]nc(OC)c1[N+](=O)[O-]	-8%
CCS(=O)(=O)Nc1ccc(C2=NN(C(C)=O)C(c3cccs3)C2)cc1 (stereo not drawn)	4%
CCC(=O)N1CCC2(CC1)Oc1ccc(Cl)cc1C(=O)C21CC(c2cccnc2)=NO1 (stereo not drawn)	-10%[57.5 µM]
Cc1cc(C)c2oc(C(=O)Nc3nnc(C(C)C)s3)cc(=O)c2c1	8%
COC(=O)[C@@]1(Cc2ccc(OC)cc2)[C@H]2c3cc(C(=O)N4CCCC4)n(Cc4ccsc4Br)c3C[C@H]2CN1C(=O)c1ccccc1	-4%
O=c1[nH][nH]c2c(N=Cc3ccccc3O)ccc(F)c12	?

Reformatted with each value named: 2 of the compounds above.
COc1ccc(-c2cc(=O)c3cc(C)ccc3[nH]2)cc1
  ERK EGF block: -3%

CCOc1ccc(C/C(O)=C2\C(=O)CC(C)(C)CC2=NCC(=O)O)cc1OCC
  ERK EGF block: -1%

Following part:
SMILES	ERK EGF block
CCn1ccc(C(=O)Nc2ccccc2SC)n1	7%
COc1ccc(C(=O)Nc2ccc(N3CCN(C(C)=O)CC3)cc2)cc1[N+](=O)[O-]	2%
COc1ccc(-c2n[nH]c(=S)n2-c2ccc(C)cc2)cc1	1%[57.5 µM]
O=C(CSc1nnnn1C1CCCCC1)Nc1ccccc1F	-5%
N#Cc1ccc(-c2csc(NC(=O)c3ccc(S(=O)(=O)N4CCc5ccccc5C4)cc3)n2)cc1	-3%
C/C=C/c1ccc(OCCCCN2CCC(C)CC2)c(OC)c1	-6%
CCC(=O)Nc1cccc(-c2cc3ccccc3oc2=O)c1	-11%
CC(=O)N1CC=CC1(CC(C)C)C(=O)NCc1ccccn1 (stereo not drawn)	4%
O=C(NCc1ccc2c(c1)OCO2)C(=O)NCC(c1ccco1)N1CCN(c2ccccc2)CC1 (stereo not drawn)	32%
Cn1c(=O)c2c(-c3ccc(OC(F)F)cc3)cc(-c3ccccc3)nc2n(C)c1=O	-14%[57.5 µM]
CC(=O)N1CCC2(CC1)CN(C(=O)Nc1cccc(C#N)c1)C2	-3%
COC(=O)C1=C(C)N(c2ccc(C)cc2)/C(=C/c2ccc(O)cc2)C1=O	-2%
CCc1ccc(OCC(=O)Nc2cccc3nsnc23)cc1	?
COc1ccc(OC)c(/C=N/NC(=O)c2cc3c(OC)cc(OC)cc3[nH]2)c1	16%[57.5 µM]
O=C(NN=C1CCCC1)c1ccccc1OCCOc1ccccc1	5%
CC(=O)Oc1cc(OC(C)=O)c2c(c1)OC(c1ccc(OC(C)=O)c(OC(C)=O)c1)C(OC(C)=O)C2 (stereo not drawn)	33%&30%
CCCn1c(-c2ccc(F)cc2)nc2c(NCC3CCCN3CC)nc(C)nc21 (stereo not drawn)	4%
Cc1ccc(S(=O)(=O)NCCCN2CCOCC2)cc1C	20%
CCC(C)n1c(-c2cccc(S(=O)(=O)N(CC)CC)c2)n[nH]c1=S (stereo not drawn)	-1%[57.5 µM]
CC(=O)OC1C[C@@]2(C)C(c3ccoc3)OC(=O)C3O[C@@]32[C@]2(C)C(OC(C)=O)CC3C(C)(C)C(OC(C)=O)CC(OC(C)=O)[C@@]3(C)C12 (stereo partly drawn)	10%

16 entries from above, arranged by molecular weight, descending:
SMILES	ERK EGF block
CC(=O)OC1C[C@@]2(C)C(c3ccoc3)OC(=O)C3O[C@@]32[C@]2(C)C(OC(C)=O)CC3C(C)(C)C(OC(C)=O)CC(OC(C)=O)[C@@]3(C)C12 (stereo partly drawn)	10%
N#Cc1ccc(-c2csc(NC(=O)c3ccc(S(=O)(=O)N4CCc5ccccc5C4)cc3)n2)cc1	-3%
CC(=O)Oc1cc(OC(C)=O)c2c(c1)OC(c1ccc(OC(C)=O)c(OC(C)=O)c1)C(OC(C)=O)C2 (stereo not drawn)	33%&30%
O=C(NCc1ccc2c(c1)OCO2)C(=O)NCC(c1ccco1)N1CCN(c2ccccc2)CC1 (stereo not drawn)	32%
Cn1c(=O)c2c(-c3ccc(OC(F)F)cc3)cc(-c3ccccc3)nc2n(C)c1=O	-14%[57.5 µM]
COc1ccc(C(=O)Nc2ccc(N3CCN(C(C)=O)CC3)cc2)cc1[N+](=O)[O-]	2%
CCCn1c(-c2ccc(F)cc2)nc2c(NCC3CCCN3CC)nc(C)nc21 (stereo not drawn)	4%
COc1ccc(OC)c(/C=N/NC(=O)c2cc3c(OC)cc(OC)cc3[nH]2)c1	16%[57.5 µM]
COC(=O)C1=C(C)N(c2ccc(C)cc2)/C(=C/c2ccc(O)cc2)C1=O	-2%
O=C(NN=C1CCCC1)c1ccccc1OCCOc1ccccc1	5%
O=C(CSc1nnnn1C1CCCCC1)Nc1ccccc1F	-5%
C/C=C/c1ccc(OCCCCN2CCC(C)CC2)c(OC)c1	-6%
CCc1ccc(OCC(=O)Nc2cccc3nsnc23)cc1	?
COc1ccc(-c2n[nH]c(=S)n2-c2ccc(C)cc2)cc1	1%[57.5 µM]
CCC(=O)Nc1cccc(-c2cc3ccccc3oc2=O)c1	-11%
CCn1ccc(C(=O)Nc2ccccc2SC)n1	7%

(listing goes on)
SMILES	ERK EGF block
O=C(Nc1ccccc1)C1=C[C@@H](C2CCCCC2)C[C@@H](OCCCCO)O1	-6%[57.5 µM]
COc1cc(-c2[nH]ncc2CN2CCc3sccc3C2)cc(OC)c1OC	?
COCC1CCN(Cc2nc(-c3ccc(OC)cc3)no2)CC1	-1%
CCNC(=S)N/N=C/c1ccc(C(=O)O)cc1	30%
COc1ncc2nc(CCc3ccccc3)c(=O)n(CCC#N)c2n1	4%
O=C(CNC(=O)c1ccccc1O)N/N=C/c1ccccn1	5%
C=CCn1c(C)cc(C2=NNC(=NCC)SC2)c1C	-4%
O=C(CN1CCC(c2nc3ccccc3s2)CC1)NCc1ccccc1	-2%
NC(Cn1ccc(=O)c(O)c1)C(=O)O (stereo not drawn)	6%
CCOc1ccc(CCNC(=O)COC(=O)/C=C/c2ccc(OCC#N)c(OC)c2)cc1OCC	0%
C/C(=N/OC(=O)c1ccc(C(F)(F)F)cc1)c1oc(C)nc1C	4%[57.5 µM]
Cn1c(N)c(C(=O)CSc2ccccn2)c(=O)n(C)c1=O	-4%
CC1(C)CC(c2csc(N)n2)CCO1 (stereo not drawn)	1%[57.5 µM]
COC(=O)[C@@H]1[C@@H](C)OC(=O)N[C@H]1c1ccccc1	4%
O=C1NN(c2ccc(F)cc2)C(=O)/C1=C\C=C\c1ccco1	4%
COc1ccc(C(=O)CCNc2ccc3c(c2)OCCO3)cc1	-4%
COC(=O)N/N=C/c1cn(CCCOc2ccc(C)cc2)c2ccccc12	-5%
CC(C)C(C)/C=C/C(C)C1CCC2C3=CCC4CC(=O)CC[C@@]4(C)C3CC[C@]21C (stereo partly drawn)	16%
COc1ccc(CNC(=O)CSc2nc3ccc(N)cc3s2)cc1	-1%
Cc1c2c(nc3ccccc13)CC(C)(C)CC2=O	3%
CC(=O)N1CCN(CC(=O)Nc2ccccc2Sc2ccccc2)CC1	7%
CC(C)C(=O)N=C1SC2CS(=O)(=O)CC2N1Cc1ccc(Cl)cc1 (stereo not drawn)	-6%[57.5 µM]
NC(=O)NCCCC(=O)OCC(=O)c1ccc2ccccc2c1	-1%
COc1ccc(C2SCCN2C(=O)c2ccc([N+](=O)[O-])cc2)cc1 (stereo not drawn)	3%
S=C(NCc1ccc(Cl)cc1)N1CCN(c2ccccn2)CC1	-12%
O=C(COC(=O)c1cccnc1Cl)Nc1ccccc1OC(F)F	-10%
Nc1cc(C(=O)O)ccc1Sc1ccccc1C(=O)O	0%[57.5 µM]
Cc1ccc2ccccc2c1NC(=O)Cn1nnc(-c2cccnc2)n1	8%
COC(=O)c1cc(-c2cccs2)nn1-c1ccccc1	-8%
COc1ccc(/C=C/C(=O)Nc2cccc(F)c2)cc1S(=O)(=O)N1CCOCC1	?
CCOC(=O)c1c(C)nn(-c2ccc(NC(=O)/C=C/C(=O)O)cc2)c1C	-13%[57.5 µM]
N=C1C(c2ccccc2)=C(O)CN1c1cccc(O)c1	1%[57.5 µM]
COC(=O)CCc1sc(NC2CCCCC2)nc1-c1ccc(OC)cc1	-4%
CCNc1nc(SCCOc2ccc(Br)cc2)nc(N(C)C)n1	-14%
CC(C)N(Cc1ccccc1)C(=O)Cn1c(=O)cnc2ccccc21	?
O=C(NC1(C(F)(F)F)N=C(c2ccccc2)NC1=O)c1ccccc1F (stereo not drawn)	-1%
NC(=O)C1CCN(C(=S)NCc2ccc3c(c2)OCO3)CC1	-6%
CCOC(=O)CC(NC(=O)c1cc2cccc(OC)c2oc1=O)c1cccc([N+](=O)[O-])c1 (stereo not drawn)	1%
CC(=O)N(c1cccc(C)c1)S(=O)(=O)c1ccc(Cl)cc1	-1%
Cc1ccc(Nc2nc(N)c([N+](=O)[O-])c(NCc3ccccc3)n2)cc1	1%[57.5 µM]
NCCS(=O)(=O)O	4%&-2%
CCOC(=O)N1CCN(C(=O)CCSc2ccc(Cl)cc2)CC1	-2%
Cc1cc(OC(C(=O)O)c2ccccc2)c2c(C)c(Cc3ccccc3)c(=O)oc2c1 (stereo not drawn)	4%[57.5 µM]
COC1CCCN(Cc2nc(Cc3ccccc3F)no2)C1 (stereo not drawn)	1%
O=S(=O)(Nc1ccc(N2CCCCC2)cc1)c1ccc(F)c(F)c1	-1%
COCCOc1ccc(C(F)(F)F)cc1NC(=O)c1ccccc1F	-3%
Cc1ccn2cc(CCNC(=O)Cc3cccs3)nc2c1	-2%[57.5 µM]
Cn1c(O)c(N=NC(=O)Cn2ccc(C(F)(F)F)n2)c2ccccc21	5%
COC(=O)/C=C/c1cnc2ccccc2c1	2%
Cc1ccc(C(c2sc3ncnn3c2O)N2CCC(C)CC2)cc1 (stereo not drawn)	-1%
CCC(=O)Nc1nc2c(OC)ccc(C)c2s1	14%
O=C1CN(C(=O)c2cc3ccccc3oc2=O)C(c2ccc(F)cc2)c2cc(F)ccc2N1 (stereo not drawn)	5%
Cn1nc(C(=O)N2CCOCC2)c([N+](=O)[O-])c1C(=O)N1CCOCC1	5%
CC(=O)Nc1ccc(OC(=O)COc2ccc(Br)cc2)cc1	-4%
CCOc1cc(/C=C2/SC(=S)N(CC(=O)O)C2=O)ccc1OC(=O)c1cccs1	?
COc1ccc(NC(=O)Nc2ccc(Br)cn2)cc1	-6%
CC(C)c1ccc(N2C(=O)CC(NNC(=O)c3cccnc3)C2=O)cc1 (stereo not drawn)	-10%[57.5 µM]
CC1CC(C)CN(c2ccc([N+](=O)[O-])cc2-c2nn[nH]n2)C1 (stereo not drawn)	11%
O=C(CSc1nnc(-c2ccc(Cl)cc2)n1CC1CCCO1)NC1CCS(=O)(=O)C1 (stereo not drawn)	4%
O=C1NC[C@H](c2ccccc2)N(CC2CCCCC2)C1=O	-15%[57.5 µM]

More compounds follow.
SMILES	ERK EGF block
O=c1c2ccccc2nc2n1CCC2O (stereo not drawn)	-7%[57.5 µM]
CC1Cn2c(nnc2-c2cccc(N)c2)S1 (stereo not drawn)	-2%
COCCCn1cn[nH]c1=S	-1%[57.5 µM]
Cc1ccc(CN2C(=O)/C(=C\c3ccc(C(=O)NCc4cccnc4)cc3)Oc3ccccc32)cc1	2%
Cc1nc(C)c(CCNC(=O)c2cccc(Cl)c2)s1	1%
C=CCOc1nc2c(c(=O)n(C)c(=O)n2C)n1Cc1ccccc1	-2%[57.5 µM]
CN(CCOC(=O)/C=C/c1ccccc1)C(C)(C)C	2%
CN(C)/C=C(\C=O)c1ncc(C(F)(F)F)cc1Cl	1%
COc1cc(CNC(C)(C)CO)cc(Br)c1OCc1ccccc1	-8%
CSc1ncc(Cl)c(C(=O)Nc2cccc(C)c2)n1	2%
Cc1ccc(S(=O)(=O)NC2=NCCCCC2)cc1	6%
Cn1ccnc1C(=O)c1ccc(NN)c([N+](=O)[O-])c1	0%
O=C(Oc1cc(=O)oc2c1c(=O)n1c3c(cccc23)CC1)c1ccc(F)cc1	9%[57.5 µM]
O=C(Nc1ccc(N2CCOCC2)cc1)c1c(F)cccc1Cl	-1%
CC(C)(C)C(=O)N(Cc1ccccc1)c1ccccn1	-2%
Cc1ccc(CN2CCN(Cc3cnc(C)s3)CC2CCO)o1 (stereo not drawn)	-9%[57.5 µM]
CCOC(=O)N1CCC(=NNc2ccc(S(=O)(=O)N3CCOCC3)cc2[N+](=O)[O-])CC1	8%
C[C@@H](C(=O)NCc1ccc(S(C)(=O)=O)cc1)[C@@H]1C[C@@]1(C)[C@@H](NC(=O)OCc1ccccc1)c1ccccc1	-1%&17%
CCN(CC)C(=O)C(C(=O)c1cccc([N+](=O)[O-])c1)n1cc(Cl)ccc1=O (stereo not drawn)	5%
COc1ccc(C(=O)NCC(=O)OCC(=O)NCCC2=CCCCC2)cc1	-9%
